# AMA1 RON2 block: qHTS for Inhibitors of AMA1-RON; Towards Development of Antimalarial Drug Lead: Primary Screen | Plasmodium falciparum AMA1 (3D7) - RON2 peptide interaction | AlphaScreen AMA1-biotinylated RON2 peptide binding | Potency, µM (top dose mostly 58.2 µM), inactives show at the top dose activity change, negative = inhibition, most hits filed as inhibitors | 360,000 compounds, 0.2% hits; active = well fitted inhibition curve with a large enough effect; inconclusive = small, poorly fitted or top-dose-only effect; inactive = no such curve, though single readings can be large or run the other way;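 also: potency is read from the fitted curve at half-maximal effect; 0% = vehicle wells and -100% = peptide control; nearly all actives have a fitted effect of over 45% in size; some results filed as inactive show a strong effect at the top dose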
#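 AMA1 (3D7) with his tag at 25 nM final met compounds first, then biotinylated RON2 peptide at 25 nM; detection used donor plus acceptor beads, 10 µg/mL apiece, read by AlphaScreen after 30 min at room temperature.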
# HCMV inh: qHTS Assay for inhibitors of the human cytomegalovirus (HCMV); activity change, negative = inhibition, % at 57.5 µM; AID 1259415, 2018; HFF cells, HCMV-luciferase reporter, 72 h; active compounds read low; 410,000 compounds, 4.5% hits; in the data active = activity change below about -60%; inconclusive = no clear call, values can overlap the other calls; inactive = above about -39%
#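 Cell-based, HFFs, 1000 cells/well, 16 h 37C; cpds in DMSO + HCMV-luc, MOI 1 PFU/cell; 72 h 37C; OneGlo luminescence after 5 min RT; norm. to buffer vs Salinomycin 10uM.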
# * hit, by the source's call; ? = inconclusive; [ ] = another dose, or the depositor's remark. Unless noted, % is scaled to controls: 0 for no effect and ±100 for the full control effect. This is a subset; the hit share may differ from the screen's.
# Values in the order – AMA1 RON2 block | HCMV inh
O=C(Nc1ccc(OCCO)cc1)c1csc([C@H]2C[C@H](O)[C@@H](CO)O2)n1
  6% | -4
CC(C)C[C@H]1CNC(=S)N1C[C@H]1CCCN1C[C@H](CC(C)C)N1C[C@H](Cc2ccccc2)N(CCc2ccccc2)C1=S
  4% | -6
NC(=O)C1CCCN(C(=O)c2[nH]c(C(F)(F)F)nc2-c2ccccc2)C1 (stereo unspecified)
  -5% | -27
CCOC(=O)C1CCCN(C(=O)c2sc(-c3ccccc3)nc2C)CC1 (stereo unspecified)
  -16% | 1
CC(C)N(C)c1ncnc2c1ncn2[C@H]1CN(Cc2ccco2)C[C@@H](CO)O1
  6% | 0
NC(=O)c1ccsc1NC(=O)COC(=O)CCc1ccccc1
  48%[activator] | -12
COc1ccc(S(=O)(=O)N2CCCCC2c2cc(C(=O)NCc3cccnc3)no2)cc1 (stereo unspecified)
  -4% | 4
COC(=O)c1cc(C)nc(Nc2nc(C(N)Cc3ccc(F)cc3)cs2)n1 (stereo unspecified)
  76%[activator] | 17
O=C(NC1CCCC1)C1C(c2ccccc2)=Nc2ccccc2N1C(=O)c1ccc(C(F)(F)F)cc1 (stereo unspecified)
  -9% | -83*
COCOCCn1cc(CN2CCS(=O)(=O)N(Cc3ccc(-c4ccc(OC)cc4)cc3)C(CC(C)C)C2=O)nn1 (stereo unspecified)
  0% | -21
Oc1ccc(C[C@H]2CN([C@@H](Cc3ccccc3)CN3CCCC3CN3C(=S)NC[C@@H]3Cc3ccccc3)C(=S)N2CCc2ccccc2)cc1 (stereo partly specified)
  13% | 6
CCN1CCN(C(C(=O)NC2CCCCC2)c2ccnc3ccccc23)CC1 (stereo unspecified)
  0% | 1
CCNC(=O)C1(C)CCCN(Cc2ccccc2-c2ccccc2)C1 (stereo unspecified)
  0% | -5
CNC(=O)C1Cc2c(-c3ccccc3Oc3ccccc3)ccnc2O1 (stereo unspecified)
  1% | -3
C[C@@H]1O[C@H](CCc2cccc(Cl)c2)CC2=C1C(=O)OC(C)(C)O2
  9% | 9
N#CCC1(O)C(=O)N(Cc2ccccc2)c2ccccc21 (stereo unspecified)
  3% | 15
CCOC(=O)/C=C/c1cccc(C)c1O
  3% | 42
CCCCc1nc2ccc(F)cc2cc1C
  12% | -15
Cc1cc2c(cc1C)-c1nnnn1C(N1CCCCC1)C(=O)N2 (stereo unspecified)
  2% | 31
Cc1ccc(N2CC(C(=O)Nc3cc(S(=O)(=O)N4CCCCC4)ccc3C)CC2=O)cc1 (stereo unspecified)
  -2% | -13
COCCCN1C(=O)C(CC(=O)NCCCN(C)C)CC(C(=O)N2CCCCCC2)=C1C (stereo unspecified)
  0% | -13
COc1ccc(NC(=O)c2ccc(-c3ccc(F)cc3)o2)cc1OC
  -15% | -24
COC(=O)[C@]12CCCCC=C1N(Cc1ccccc1)C(=O)[C@H](CC(=O)N1CCOCC1)C2
  -4% | -9
Cc1cccc(C)c1NC(=O)c1csc([C@@H]2O[C@H](CO)[C@H](O)[C@H](O)[C@H]2O)n1
  6% | -29
O=C(CCNC(=O)c1ccccc1Cl)Nc1ccc(S(=O)(=O)N2CCOCC2)cc1
  -14% | 0
Nc1ncnc2c1ncn2[C@@H]1O[C@H](C(=O)N[C@@H](CO)Cc2ccccc2)[C@@H](O)[C@H]1O
  -9% | -9
COc1ccc([C@@H]2CC(=O)[C@@H]3CN(S(=O)(=O)c4ccc(C)cc4)[C@H](c4ccccc4)C[C@@H]3N2S(=O)(=O)c2ccccc2)cc1
  3% | -25
CCOC(=O)C1(C)CCCN(C(=O)c2ccc(F)c(Cl)c2)C1 (stereo unspecified)
  4% | -8
CC(=O)Oc1ccc2c(c1)C(=O)CCCCCC(=O)O2
  7% | -39
COc1ccc(S(=O)(=O)Nc2ccc3c(c2)C(=O)N([C@@H](C)CO)C[C@@H](C)[C@H](CN(C)C(=O)CCCN(C)C)OCCCC[C@H](C)O3)cc1
  20% | -8
CC1(c2nnnn2Cc2ccccc2)CCC(=O)N1CCCn1ccnc1 (stereo unspecified)
  -5% | -14
COc1c(C)cc(C(O)c2ncc(-c3ccc(Cl)cc3)[nH]2)cc1C (stereo unspecified)
  11% | -19
CC(C)CNC(=O)c1cccc2c(-c3cccnc3)coc12
  10% | ?
C[C@@H]1CN([C@@H](C)CO)C(=O)CCCn2nncc2CO[C@H]1CN(C)C
  -6% | 14
CC(=O)Oc1ccc(Cn2c(C)c(C(=O)NCc3cccc(C(F)(F)F)c3)sc2=O)cc1
  -1% | -3
Cc1cccc(C(=O)OCC(=O)Nc2sccc2C(N)=O)c1C
  -8% | 16
CCN(CC)C(=O)C1=C(C)N(Cc2ccc(F)cc2)C(=O)C(CC(=O)NC2CCCCC2)C1 (stereo unspecified)
  4% | 6
Cc1cccc(C)c1NC(=O)C(C1CC1)n1c(=O)c(-c2ccco2)nc2ccccc21 (stereo unspecified)
  5% | 11
O=C(NCc1cccc(C(F)(F)F)c1)c1csc([C@@H]2O[C@H](CO)[C@H](O)[C@H](O)[C@H]2O)n1
  -13% | 49
C[C@@H]1CCCCO[C@@H](CN(C)Cc2ccncc2)[C@@H](C)CN([C@H](C)CO)C(=O)c2cc(NC(=O)c3ccccc3)ccc2O1
  12% | -1
CCCCCCN1CCN(C2CN(Cc3cn(Cc4cccc(Cl)c4)nn3)S(=O)(=O)C2)CC1 (stereo unspecified)
  11% | -5
COc1ccc(-c2c(C#N)cnc(C)c2C)c(O)c1OC
  3% | -11
COc1ccccc1Cn1c(=S)[nH]c2cc(C(=O)N3CC(C)CC(C)C3)ccc2c1=O (stereo unspecified)
  141%[activator] | ?
COC(=O)[C@@H](NS(=O)(=O)c1ccc(F)cc1Br)C(C)C
  -5% | -1
CCOC(=O)N1CCN(C(=O)C[C@@H]2C[C@@]3(C(=O)OC)CC(C)(C)CC=C3N(Cc3cccc4ccccc34)C2=O)CC1
  -18% | 17
COc1ccc([C@H]2C[C@@H](O)[C@H](n3cc(-c4ccc(F)cc4)nn3)CN2C(=O)C2CCCCC2)cc1
  -11% | 0
Cc1ccc(NC(=O)C2(C)CCN2C(=O)Cc2ccc(C(C)(C)C)cc2)cc1C (stereo unspecified)
  -15% | -30
COc1ccc([N+](=O)[O-])c(C=CC(=O)c2ccccn2)c1
  3% | 55
Cc1ccsc1C(=O)N1CCC1(C)C(=O)NCc1cccnc1 (stereo unspecified)
  5% | 55
CCC1NC(=O)c2cccnc2-n2c1nc1cc(F)ccc1c2=O (stereo unspecified)
  -8% | -7

# Quoted at random: 2 records from the list.
# Values in the order – AMA1 RON2 block | HCMV inh
O=C(CCNC(=O)c1ccccc1Cl)Nc1ccc(S(=O)(=O)N2CCOCC2)cc1
  -14% | 0
CCNC(=O)C1(C)CCCN(Cc2ccccc2-c2ccccc2)C1 (stereo unspecified)
  0% | -5

# More entries
# Values in the order – AMA1 RON2 block | HCMV inh
O=C(C[C@@H]1C=C[C@@H](NC(=O)C2CC2)[C@@H](CO)O1)NCc1ccccc1Cl
  -2% | -62*
Cc1cccc(C)c1NC(=O)C(c1ccnc2ccccc12)N1CCN(CCN(C)C)CC1 (stereo unspecified)
  5% | 6
COc1ccccc1N1CCN(S(=O)(=O)CCNC(=O)c2cccs2)CC1
  14% | 2
CC1(C(=O)Nc2ccc3c(c2)OCCO3)CCN1C(=O)CC1CCCC1 (stereo unspecified)
  2% | -23
COCCNC(=O)C1(C)CCN(C(=O)c2cccc(C)c2C)C1 (stereo unspecified)
  -2% | -25
CS(=O)(=O)Nc1cccc(-c2cc(NC=O)c3ncc(-c4ccc(F)cc4)n3c2)c1
  23% | 41
CCOC(=O)[C@]12CCC=C1N(Cc1ccco1)C(=O)[C@H](CC(=O)NCCCCc1ccccc1)C2
  40%[activator] | 11
CC(C=CC(O)=C1C(=O)CNC1=O)=C[C@@H](C)C1OC2(C)OC(C(=O)C3O[C@@]32C)C1C (stereo partly specified)
  28% | 33
COc1ccccc1Cn1c(C)c(C(=O)NCc2ccc(C#N)cc2)sc1=O
  -1% | -17
O=Cc1cccc(OCc2cn(CC(=O)c3ccc(O)cc3)nn2)c1
  4% | -8

# Some of the entries so far, with bars between the fields.
SMILES | AMA1 RON2 block | HCMV inh
COc1ccccc1Cn1c(C)c(C(=O)NCc2ccc(C#N)cc2)sc1=O | -1% | -17
O=Cc1cccc(OCc2cn(CC(=O)c3ccc(O)cc3)nn2)c1 | 4% | -8
CC1(C(=O)Nc2ccc3c(c2)OCCO3)CCN1C(=O)CC1CCCC1 (stereo unspecified) | 2% | -23

# (next part)
# Values in the order – AMA1 RON2 block | HCMV inh
O=C(CCNC(=O)N1CC(=O)Nc2ccccc21)NCc1cccc(C(F)(F)F)c1
  -6% | ?
COc1ccc(CC(N)c2csc(NC(=O)NC(c3ccccc3)c3ccccc3)n2)cc1 (stereo unspecified)
  59%[activator] | 23
CSc1ncnc2c1ncn2CCCNCc1ccco1
  -2% | 12
CC(=O)Nc1cc(-c2cccc(NS(C)(=O)=O)c2)cn2c(-c3cccc(C(C)=O)c3)cnc12
  33%[activator] | 5
CCNC(=O)C1(C)CCN(C(=O)c2cccc(Cl)c2)C1 (stereo unspecified)
  -3% | 17
COc1ccc2c(c1)C(=O)C1(CC2)OC1c1cccnc1 (stereo unspecified)
  -3% | -12
CN1CCCCC1(C)C(=O)NCc1cc(Cl)ccc1F (stereo unspecified)
  13% | -10
CCOC(=O)C1CCCN(C(=O)c2cccc(C(F)(F)F)c2)CC1 (stereo unspecified)
  0% | -38
NCC1C2CCC(O2)C1CO (stereo unspecified)
  -7% | 35
CC(C)NC(=O)C1C(c2ccc(C(F)(F)F)cc2)=Nc2ccccc2N1C(=O)c1cccc2ccccc12 (stereo unspecified)
  6% | 39
Cc1cc(C(=O)NNC(C)Cc2ccccc2)no1 (stereo unspecified)
  8% | -26
Cc1onc(-c2ccccc2)c1C(=O)OCC(=O)Nc1ccccc1Cl
  0% | 2
Cc1cccnc1C(NC(=O)C1CCN(Cc2ccc(Cl)c(Cl)c2)CC1)c1ccc(Cl)cc1 (stereo unspecified)
  14% | -88*
O=C(Nc1cccc(Oc2ccccc2)c1)C1Cc2c(-c3ccc4c(c3)OCO4)ccnc2O1 (stereo unspecified)
  -8% | 13
CC(C)CNC(=O)C1C(=O)Nc2ccccc2C(=O)N1C1CCCCC1 (stereo unspecified)
  0% | 42
COc1ccc([C@H]2N[C@]3(CCCN(Cc4ccc(F)cc4)C3=O)[C@H]3C(=O)N(C)C(=O)[C@@H]23)cc1
  -3% | 3
Cc1nc(C(F)(F)F)ccc1C(=O)N1CCC(C)(C(=O)O)C1 (stereo unspecified)
  -11% | 6
Cc1c(C(=O)N(C)Cc2ccc(F)cc2)sc(=O)n1Cc1ccc(Cl)c(Cl)c1
  -13% | -30
CC1(C)CN(CCc2ccccc2)C(=O)[C@H]1CC(=O)Nc1ccc(Br)cc1
  2% | 8
OC(c1ccc(F)cc1)c1nc(-c2cccs2)cs1 (stereo unspecified)
  -7% | -18
COc1ccccc1C(NC(=O)C1CCN(CCOc2ccc(Cl)cc2Cl)CC1)c1ccccn1 (stereo unspecified)
  -2% | 21
CC(C)(C)C1CCC(=O)N2CCC[C@]2(c2ccccc2)C1 (stereo partly specified)
  2% | -19
Cc1cc(N(C)C)cc(C)c1N=Nc1cc[n+]([O-])cc1
  -7% | -1
Cc1nc2c(OCc3ccc(C(F)(F)F)cc3)cccn2c1N(C)Cc1cccs1
  -2% | 15
CC(=O)N1CCN(S(=O)(=O)c2cccc(C(=O)OCc3ccc(F)cc3)c2)CC1
  -9% | -4
O=C1c2c(-c3ccc(Br)cc3)noc2CCN1Cc1cn(C2CCCC2)nn1
  -5% | ?
CC(C(=O)NC1CCCC1)n1c(C2CC2)nc2ccccc21 (stereo unspecified)
  -7% | 19
O=C(COC(=O)c1cc(F)c(F)cc1Cl)NC1CCCCCC1
  18% | -12
CCOC(=O)[C@]12CCCC=C1N(Cc1ccc3c(c1)OCO3)C(=O)[C@H](CC(=O)NCCCN1CCCC1=O)C2
  10% | -2
CC1(Cc2ccc3c(c2)OCO3)C(=O)Nc2c(Cl)ccc(Cl)c21 (stereo unspecified)
  -17% | -68*
CCCCn1nnnc1C1(C)CCC(=O)N1Cc1ccco1 (stereo unspecified)
  ? | 1
COc1ccc(OC)c(CN2CCN(Cc3ccc(OC)c(OC)c3OC)CC2)c1
  -9% | 24
COc1ccc(Br)cc1CNC(=O)C1CCCN(S(=O)(=O)N2CCC(C)CC2)C1 (stereo unspecified)
  -7% | -22
c1ccc(CN=C2CCCc3ccccc3N2)cc1
  0% | 9
CC(C)[C@@H](N)C(=O)NC[C@H]1O[C@@H](n2cnc3c(=O)[nH]c(N)nc32)[C@H](O)[C@@H]1O
  26% | 37
CC1(C(=O)NS(=O)(=O)Cc2ccccc2C(F)(F)F)CCN1C(=O)Cc1cccs1 (stereo unspecified)
  -2% | 15
Cc1ccc(Cl)cc1-c1cc(C(=O)N2CCc3ccccc3C2)[nH]n1
  57%[activator] | -98*

# Bioassay records from PubChem BioAssay.
